# Source: PubChem BioAssay (National Center for Advancing Translational Sciences (NCATS))
# GAA spleen mod = inhibitors or activators of human alpha-glucosidase in spleen homogenate; hit rate 0.006% among 240,000; AID 2112; P10253; Potency, µM (top dose mostly 79.9 µM), inactives show top-dose activity change, negative = inhibition, actives largely listed as inhibitors; human spleen homogenate, 4-MU-alpha-glucoside fluorescence;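 further: 0% = enzyme with vehicle and -100% = no enzyme basal signal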
#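 Enzyme source: human spleen homogenate, 1 ug/well. Buffer 50 mM citric acid/K phosphate pH 5.0, 0.01% Tween-20. 4-MU-alpha-glucoside 1 mM; 37 C x 40 min; NaOH/glycine stop; fluorescence.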
# GoLoco inh red = RGS12 GoLoco-Gai1 interaction inhibition | P63096 | Gai1:RGS12 GoLoco peptide FP, rhodamine, 10 min | Potency, µM (titrated, usually from 61.6 µM), for inactives: at the highest dose activity, negative = inhibition, hits mostly inhibitors | hit rate 0.44% among 230,000; active means well fitted inhibition curve with a large enough effect, not every such curve was filed as active; inactive means no such curve, though single readings can be large or run the other way; further: on the % scale 0 is the no-effect control and ±100 the full control effect; nearly all actives have a fitted effect of over 30% in size; many of its hits are not listed in these tables
# Target sequence (P63096 whole entry, looked up): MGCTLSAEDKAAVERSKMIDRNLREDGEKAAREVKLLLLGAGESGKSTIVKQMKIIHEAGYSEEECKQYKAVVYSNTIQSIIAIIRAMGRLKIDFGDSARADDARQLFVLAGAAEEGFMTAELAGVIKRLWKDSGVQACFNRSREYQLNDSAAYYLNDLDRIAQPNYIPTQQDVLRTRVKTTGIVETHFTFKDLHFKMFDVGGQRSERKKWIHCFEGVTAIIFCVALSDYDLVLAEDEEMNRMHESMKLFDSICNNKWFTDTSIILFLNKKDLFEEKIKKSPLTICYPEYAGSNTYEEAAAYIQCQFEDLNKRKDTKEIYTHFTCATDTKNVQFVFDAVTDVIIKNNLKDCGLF
# HTT ATP protect = Huntington cell model cytoprotection by ATP luminescence. hit rate 0.14% among 230,000. Potency, µM (highest dose often 56.4 µM), for inactives: cytoprotection (ATP increase), actives largely listed as activators. PC12 HTT-Q103 induced, cytoprotection, ATP luminescence, 40 h;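 further: % of control where 0% means no effect; nearly all actives have a fitted effect of over 45% in size; toxic huntingtin expression switched on by the ecdysone agonist tebufenozide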
#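 ATP quantification (ATPlite) reports survival of PC12 cells in which tebufenozide, 100 nM final, switches on Htt exon 1 with 103 glutamines linked to GFP; compounds are titrated.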
# GAA glycogen mod = alters human alpha-glucosidase cleavage of glycogen | P10253 | recombinant GAA, glycogen substrate, Amplex Red glucose oxidase fluorescence | Potency, µM (titrated, usually from 76.4 µM), without a hit: at the highest dose activity change, negative = inhibition, most hits filed as inhibitors | hit rate 0.38% among 300,000;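 further: 0% = full enzyme reaction and -100% = no-enzyme basal signal; the screen sought inhibitors and activators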
#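 Recombinant human alpha-glucosidase (4 nM final) hydrolysed bovine liver glycogen (30 ug) for 40 min at 37 C in pH 5.0 citrate/phosphate with 0.01% Tween-20. Released glucose detected by glucose oxidase/Amplex Red, Ex 573/Em 610 nm. Compounds up to 77 uM; AC50 from Hill fits.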
# GAA inh = inhibitors of human lysosomal alpha-glucosidase | P10253 | purified human GAA, 4-MU-alpha-glucoside fluorescence | Potency, µM (highest dose often 76.9 µM), for inactives: at the top dose activity change, negative = inhibition, most hits filed as inhibitors | hit rate 0.005% among 200,000;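 further: plate controls were uninhibited enzyme wells for no effect and no-enzyme background for full effect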
#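 Human enzyme at 4 nM with 400 uM 4-methylumbelliferyl-alpha-D-pyranoside, citrate/phosphate buffer pH 5.0, 0.005% Tween-20, 20 min at room temperature. Compounds up to 77 uM. 4-MU fluorescence (Ex 365/Em 440) read after NaOH/glycine stop; AC50 from Hill fit.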
# HttQ103 aggreg = inhibitors of mutant huntingtin aggregate formation in PC12 cells. hit rate 1.1% among 220,000. AID 1688. PC12 HttQ103-GFP aggregates, Acumen cytometry, 40 h. Potency, µM (titrated, usually from 46.1 µM), for the others: at the highest dose activity change, negative = inhibition, hits mostly inhibitors; further: on the % scale 0 is the no-effect control and ±100 the full control effect; nearly all actives have a fitted effect of over 60% in size
#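 Steps: seed 1500 PC12 HTTQ103-GFP cells/well; add tebufenozide, 100 nM final; add compound titration; add ATPLite reagent; quantify GFP aggregates by laser scanning cytometry.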
# IMPase Li inh = IMPase inhibition in cells with lithium potentiation; CHO-M1 cells, IP1 TR-FRET (IP-One), carbachol + lithium; Potency, µM (titrated, usually from 59.4 µM), without a hit: top-dose activity, negative = IMPase inhibition, actives largely listed as inhibitors; hit rate 0.35% among 210,000; AID 1457;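 further: IP1 builds up when IMPase is blocked and the TR-FRET signal falls; plate controls were basal vehicle for no effect and high inhibitor control for full effect; nearly all actives have a fitted effect of over 50% in size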
#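 Concentration–response in CHO-M1 cells, lithium-potentiated; 30 min at 37C. IP1 detected by competitive TR-FRET after 10 min lysis at RT. Hill-fitted AC50.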
# The depositor's hits bear a star; u = inconclusive; x = no result given; & = joins results of further samples; [ ] = another dose, or the depositor's remark. Unless noted, the call rests on the fitted dose curve; in most records, active means well fitted curve in the direction sought with a large enough effect; inconclusive means small, poorly fitted or top-dose-only effect, or another doubt; inactive means no such curve, though single readings can be large; an effect the other way counts as inactive or inconclusive. Potency means the concentration at half of the fitted maximal effect.
1. CCOC(=O)C1=C(O)/C(=C\c2ccc(CNC(=O)C(=O)Nc3ccccc3)o2)N=C1C
2. COCC(C)NC(=S)NC(=O)c1cc(S(=O)(=O)N2CCOCC2)ccc1C (stereo not drawn)
3. O=C(O)c1cc(-c2ccc(Cl)s2)nc2ccccc12
4. COC(=O)c1ccc(C(=O)OC)c(NC(=S)N2CCC(C)CC2)c1
5. S=C1N[C@H](c2ccccc2)N[C@H](c2ccccc2)S1
6. CC(NCc1ccccc1O)c1ccccc1 (stereo not drawn)
7. O=C(COc1cccc(-n2cnnn2)c1)N1CCOCC1
8. COc1cccc(NC(=O)Nc2cc(Cl)ccc2C)c1
9. CCOC(=O)c1c(CSc2ccccc2)n(C)c2ccc(O)c(CN3CCN(C)CC3)c12
10. CCOC(=O)C1=C(C)Nc2nc(C)nn2C1c1cc(OC)ccc1OC (stereo not drawn)
screen / no.	1	2	3	4	5	6	7	8	9	10
GAA spleen mod	6%	5%	19%	12%	x	0%	2%	-4%	-10%	7%
GoLoco inh red	107%[activator]	0%	8%	4%	11%[14.2 µM]	-11%	-2%	7%	5%	-3%
HTT ATP protect	13%	2%[10 µM]	-75%[inhibitor]	x	21%[10 µM]	-10%	-2%	x	17%[10 µM]	-5%
GAA glycogen mod	-18%	11%	7%	6%	x	9%	-1%	5%	u	-10%
GAA inh	-2%	7%	u	11%	x	2%	1%	-1%	x	1%
HttQ103 aggreg	20%	-19%	5%	9%	x	5%	5%	u	4%[9.22 µM]	4%
IMPase Li inh	72%[activator][38.3 µM]	3%	11µM*	0%	0%	1%	19%[38.3 µM]	6%	x	8%

11. CCOc1ccc2nc(N3CCCN(C(=O)Nc4ccccc4C)CC3)c(C#N)cc2c1
12. Cc1nn(C)c2ncc(C(=O)c3cc(F)ccc3O)cc12
13. CCN(CC)C(=O)/C(=C/c1ccc2c(c1)OCO2)NC(=O)c1ccc(Br)cc1
14. c1cncc(CSc2ccc(-c3cccnc3)nn2)c1
15. Cc1ccc(S(=O)(=O)NC2(C(F)(F)F)NC(=O)N(C)C2=O)cc1 (stereo not drawn)
16. O=Cc1ccc(Sc2nnc(-c3ccccc3)o2)c([N+](=O)[O-])c1
17. CCOC(Cn1c(SCc2cc(C(C)=O)ccc2OC)nc2ccccc2c1=O)OCC
18. O=C(Nc1ccccc1)C1(c2ccccc2)CC1(Cl)Cl (stereo not drawn)
19. COc1ccccc1NC(=O)c1cc(Cl)ccc1NC(=O)c1ccco1
20. Cc1nnc(SCC(=O)NCc2ccc3c(c2)OCO3)[nH]c1=O
screen / no.	11	12	13	14	15	16	17	18	19	20
GAA spleen mod	1%	-7%	0%	1%	7%	4%	-23%	-6%	-3%	-4%
GoLoco inh red	7%	-12%	9%	7%	3%	-9%	x	5%	9%	-4%
HTT ATP protect	-20%	-1%[10 µM]	40%[10 µM]	-23%	-8%[0.074 µM]	-10%	9%[10 µM]	x	-15%[10 µM]	-11%[10 µM]
GAA glycogen mod	-11%	-1%	-5%	3%	11%	-9%	16%	-5%	4%	10%
GAA inh	-13%	8%	2%	-24%	-5%	-7%	-2%	-8%	-3%	-4%
HttQ103 aggreg	-23%	-20%	-10%	-26%	9%	u	11%	0%	-4%	7%
IMPase Li inh	3%[38.3 µM]	15%[38.3 µM]	7%	-1%	6%	-1%[38.3 µM]	x	-2%	32%[38.3 µM]	4%[38.3 µM]

21. COC(=O)CSc1nnc2n1C(C)(C)Cc1ccccc1-2
22. CCCCn1c(N)c(N2CCOCC2)c(=O)n(CC(=O)NC(C)c2ccccc2)c1=O (stereo not drawn)
23. Cc1ccc2c3c([nH]c2c1C)-c1nonc1CC3
24. Cc1c(C(=O)N2CCCC(C)C2)sc2ncnc(N3CCCCC3C)c12 (stereo not drawn)
25. Cc1cccc(Cc2c(C)nc3nc(SCC(=O)NCc4ccco4)nn3c2C)c1
26. CCOC(=O)C1(CC2CCCCO2)CCN(C(=O)Nc2ccccc2CC)CC1 (stereo not drawn)
27. CC(C)n1cnc2c(Nc3cccc(F)c3)nc(NCCO)nc21
28. CCc1cc2c(=O)n(-c3ccccc3)cnc2s1
29. CCC(=O)NCCc1nc2ccccc2n1Cc1ccccc1
30. CCc1c(C(=O)NCc2ccc3c(c2)OCO3)[nH]c(C)c1C(C)=O
screen / no.	21	22	23	24	25	26	27	28	29	30
GAA spleen mod	-3%	-5%	0%	-6%	0%	1%	5%	-9%	-1%	1%
GoLoco inh red	8%	-2%	-9%	11%	2%	-14%	6%	6%	10%	-3%
HTT ATP protect	11%	2%[10 µM]	5%[10 µM]	-17%	-29%	3%[10 µM]	15%[10 µM]	-24%	6%[10 µM]	-19%
GAA glycogen mod	3%	-6%	2%	6%	-2%	9%	3%	5%	3%	-7%
GAA inh	-1%	4%	5%	-3%	u	2%	x	-3%	-1%	10%
HttQ103 aggreg	-15%	8%	u	-7%	0%	26%[9.22 µM]	26%[9.22 µM]	-19%	-1%	-25%
IMPase Li inh	u	-7%	6%	-9%	3%[38.3 µM]	19%	x	0%[38.3 µM]	0%	12%[38.3 µM]

31. O=C(COC(=O)c1cncc(Br)c1)NCC1CCCO1 (stereo not drawn)
32. CS(=O)(=O)N(CC(=O)N1CCCC1)c1cccc(Cl)c1Cl
33. O=C(O)c1cccc(NS(=O)(=O)c2ccc(Cl)c(C(=O)O)c2)c1
34. CN(C)c1ccncc1C(=O)Nc1ccc(F)cc1F
35. CC(O)/C=C/c1ccc2ccccc2n1 (stereo not drawn)
36. Clc1ccc(SCCN2CCNCC2)cc1
37. O=C(CNC(=O)c1ccc(F)cc1)Nc1ccccc1C(F)(F)F
38. CC1=NN(c2ccc(Cl)cc2)C(=O)/C1=C\c1cccn1-c1ccc(S(N)(=O)=O)cc1
39. O=C(Nc1ccccc1)C1CCCN1/C=C/C(=O)C(F)(F)F (stereo not drawn)
40. COC(=O)[C@@]1(Cc2ccc(OC)cc2)[C@H]2c3cc(C(=O)N4CCCC4)n(CCc4c[nH]c5ccc(O)cc45)c3C[C@H]2CN1C(=O)c1ccccc1
screen / no.	31	32	33	34	35	36	37	38	39	40
GAA spleen mod	-8%	0%	3%	-17%	-10%	0%	0%	-22%	3%	4%&9%
GoLoco inh red	0%	0%	6%	-17%	-4%	-4%	-2%	1%	-1%	9%&11%
HTT ATP protect	-6%[10 µM]	12%[10 µM]	6%	-8%[10 µM]	38%	-4%[10 µM]	2%[10 µM]	13%[10 µM]	x	30%
GAA glycogen mod	-8%	5%	3%	-3%	-3%	-4%	-6%	-8%	-1%	u
GAA inh	-2%	-15%	-11%	2%	-2%	-1%	x	-10%	-2%	-7%
HttQ103 aggreg	12%[9.22 µM]	21%	6%	11%[9.22 µM]	u	-3%[9.22 µM]	14%[9.22 µM]	u	u	-3%
IMPase Li inh	-1%[38.3 µM]	-6%[38.3 µM]	-3%[38.3 µM]	x	11%[38.3 µM]	11%	x	7%	-1%	-9%&-12%

# For reference, part of the list above.
28. CCc1cc2c(=O)n(-c3ccccc3)cnc2s1
29. CCC(=O)NCCc1nc2ccccc2n1Cc1ccccc1
30. CCc1c(C(=O)NCc2ccc3c(c2)OCO3)[nH]c(C)c1C(C)=O
31. O=C(COC(=O)c1cncc(Br)c1)NCC1CCCO1 (stereo not drawn)
32. CS(=O)(=O)N(CC(=O)N1CCCC1)c1cccc(Cl)c1Cl
33. O=C(O)c1cccc(NS(=O)(=O)c2ccc(Cl)c(C(=O)O)c2)c1
34. CN(C)c1ccncc1C(=O)Nc1ccc(F)cc1F
35. CC(O)/C=C/c1ccc2ccccc2n1 (stereo not drawn)
36. Clc1ccc(SCCN2CCNCC2)cc1
37. O=C(CNC(=O)c1ccc(F)cc1)Nc1ccccc1C(F)(F)F
38. CC1=NN(c2ccc(Cl)cc2)C(=O)/C1=C\c1cccn1-c1ccc(S(N)(=O)=O)cc1
screen / no.	28	29	30	31	32	33	34	35	36	37	38
GAA spleen mod	-9%	-1%	1%	-8%	0%	3%	-17%	-10%	0%	0%	-22%
GoLoco inh red	6%	10%	-3%	0%	0%	6%	-17%	-4%	-4%	-2%	1%
HTT ATP protect	-24%	6%[10 µM]	-19%	-6%[10 µM]	12%[10 µM]	6%	-8%[10 µM]	38%	-4%[10 µM]	2%[10 µM]	13%[10 µM]
GAA glycogen mod	5%	3%	-7%	-8%	5%	3%	-3%	-3%	-4%	-6%	-8%
GAA inh	-3%	-1%	10%	-2%	-15%	-11%	2%	-2%	-1%	x	-10%
HttQ103 aggreg	-19%	-1%	-25%	12%[9.22 µM]	21%	6%	11%[9.22 µM]	u	-3%[9.22 µM]	14%[9.22 µM]	u
IMPase Li inh	0%[38.3 µM]	0%	12%[38.3 µM]	-1%[38.3 µM]	-6%[38.3 µM]	-3%[38.3 µM]	x	11%[38.3 µM]	11%	x	7%

# More structures follow:
41. O=C1C(Cc2c[nH]c3ccccc23)NC(=S)N1C1CCCCC1 (stereo not drawn)
42. CCCCNc1nc(N)nc(-c2cc(Cl)ccc2O)n1
43. CN1CCN(C(=O)C2=C[C@@H](C(C)(C)C)C[C@@H](OCc3ccc(CO)cc3)O2)CC1
44. CN(C)c1ccccc1C(=O)c1ccccc1N(C)C
45. COc1ccc(/C=C/C(=O)Nc2ccc3c(c2)OCCO3)cc1OC
46. CC1CCCN(C(=O)c2ccc3c(c2)C(=O)N(CCC2=CCCCC2)C3=O)C1 (stereo not drawn)
screen / no.	41	42	43	44	45	46
GAA spleen mod	-3%	-1%	2%	-6%	-1%	-7%
GoLoco inh red	8%	0%	7%	-3%	11%	-12%
HTT ATP protect	-22%	x	6%[10 µM]	-96%[inhibitor]	-1%[0.074 µM]	7%
GAA glycogen mod	-8%	-5%	1%	8%	-1%	-7%
GAA inh	-5%	-7%	x	u	0%	2%
HttQ103 aggreg	-8%	u	6%[9.22 µM]	2%	-26%	-1%
IMPase Li inh	0%	-8%	-2%	34%[38.3 µM]	3%	23%

# Only part of the results is shown (hit frequency here may not be typical).
